Bioassay records: PubChem BioAssay, National Center for Advancing Translational Sciences (NCATS)
HP1b chromo inh: HTS for Inhibitors of HP1-beta Chromodomain Interactions with Methylated Histone Tails; Chromobox protein homolog 1 (Homo sapiens), P83916; AlphaScreen HP1-beta / biotin-H3K9me3 peptide binding; Potency, µM (highest dose often 114 µM), for the others: at the highest dose activity change, negative = inhibition, usual class: inhibitors; hit rate 0.56% among 390,000; AID 540317, 2011; note: potency is the fitted concentration of half-maximal effect; nearly all actives have a fitted effect of over 70% in size; inactives centre near 23
Target sequence (P83916 whole entry, looked up): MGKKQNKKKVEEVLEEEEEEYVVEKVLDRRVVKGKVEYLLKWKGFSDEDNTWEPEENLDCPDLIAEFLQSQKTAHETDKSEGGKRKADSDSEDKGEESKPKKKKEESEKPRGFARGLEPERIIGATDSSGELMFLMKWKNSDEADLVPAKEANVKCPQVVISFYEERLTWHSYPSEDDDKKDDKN
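HP1-beta protein (50 nM final) preincubated 30 min at room temperature with biotinylated H3(1-18)K9me3 peptide (50 nM) in PBS pH 7.4, 0.01% Tween-20, then compound added for 30 min. AlphaScreen streptavidin donor/nickel chelate acceptor beads (10 ug/mL final), 30 min dark, luminescence read.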
JMJD2A Tudor: qHTS Assay for Inhibitors of JMJD2A-Tudor Domain. AID 504339, 2011. Potency, µM (top dose mostly 114 µM), for inactives: at the highest dose activity change, negative = inhibition, actives largely listed as inhibitors. hit rate 4.4% among 390,000. AlphaScreen JMJD2A-Tudor / H3K4me3 peptide binding. Lysine-specific demethylase 4A (Homo sapiens), O75164; note: potency is the fitted concentration of half-maximal effect; % is set by controls: 0 for no effect and ±100 for the full control effect; nearly all actives have a fitted effect of over 50% in size
PI4K2A block: qHTS for small molecular inhibitors of PI4K2A; Phosphatidylinositol 4-kinase type 2-alpha (Homo sapiens), Q9BTU6; purified PI4K2A, ADP-Glo luminescence, 1 h; active compounds read low; activity change, negative = inhibition, % at 76.9 µM; hit rate 0.13% among 420,000; AID 1346378, 2018; in the data active = activity change below about -50%; inconclusive = mostly about -30% to -49%;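 note: -100% = wells without enzyme as full effect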
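Compounds are screened against recombinant PI4K2A using PI as substrate and ATP, the latter dispensed at 300 microM. Reactions run one hour at ambient temperature before ADP-Glo detection; full inhibition defined by wells lacking enzyme.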
G9a inh: qHTS Assay for Inhibitors of Histone Lysine Methyltransferase G9a. hit rate 8.8% among 350,000. Potency, µM (series often up to 102 µM), for inactives: at the highest dose activity, negative = inhibition, most hits filed as inhibitors. G9a H3K9 monomethylation, AlphaScreen, 2 h; note: potency is the fitted concentration of half-maximal effect; % is set by controls: 0 for no effect and ±100 for the full control effect; nearly all actives have a fitted effect of over 75% in size
Target sequence (Q96KQ7 913-1193 limits assumed): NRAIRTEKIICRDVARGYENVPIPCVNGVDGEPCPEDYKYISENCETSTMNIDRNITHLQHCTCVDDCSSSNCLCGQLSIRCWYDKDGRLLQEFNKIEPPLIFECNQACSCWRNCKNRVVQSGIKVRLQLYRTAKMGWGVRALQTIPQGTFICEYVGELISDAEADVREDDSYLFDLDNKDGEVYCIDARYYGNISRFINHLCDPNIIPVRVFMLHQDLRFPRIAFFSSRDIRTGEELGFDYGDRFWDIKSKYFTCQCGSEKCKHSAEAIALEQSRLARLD
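Chemiluminescent proximity detection of H3K9 monomethylation, read after 10 min bead incubation in the dark. Reaction: 20 nM G9a, 500 nM biotin-H3K9 peptide, 20 uM SAM cofactor, 2 h, room temperature, following 15 min enzyme-compound preincubation.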
ERG-DNA inh: qHTS for Small Molecule Inhibitors of the ERG Ets/DNA interaction; fluorescence polarization, His-ERG Ets domain / labelled DNA; Transcriptional regulator ERG (Homo sapiens), P11308; Potency, µM (doses to about 76.9 µM), for the others: at the highest dose FP activity, negative = inhibition, actives largely listed as inhibitors; hit rate 0.028% among 370,000; active = well fitted inhibition curve with a large enough effect in the polarisation, with a control signal flat; inconclusive = small, poorly fitted or top-dose-only effect, or effect the other way, or a change in a side signal; inactive = no such curve, though single readings can be large or run the other way; the % refers to the polarisation;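 note: polarization taken with two DNA probes labelled with fluorescein and Texas red; potency is the fitted concentration of half-maximal effect; % of control where 0% means no effect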
Target sequence (P11308 whole entry, looked up, the tested form may be a part): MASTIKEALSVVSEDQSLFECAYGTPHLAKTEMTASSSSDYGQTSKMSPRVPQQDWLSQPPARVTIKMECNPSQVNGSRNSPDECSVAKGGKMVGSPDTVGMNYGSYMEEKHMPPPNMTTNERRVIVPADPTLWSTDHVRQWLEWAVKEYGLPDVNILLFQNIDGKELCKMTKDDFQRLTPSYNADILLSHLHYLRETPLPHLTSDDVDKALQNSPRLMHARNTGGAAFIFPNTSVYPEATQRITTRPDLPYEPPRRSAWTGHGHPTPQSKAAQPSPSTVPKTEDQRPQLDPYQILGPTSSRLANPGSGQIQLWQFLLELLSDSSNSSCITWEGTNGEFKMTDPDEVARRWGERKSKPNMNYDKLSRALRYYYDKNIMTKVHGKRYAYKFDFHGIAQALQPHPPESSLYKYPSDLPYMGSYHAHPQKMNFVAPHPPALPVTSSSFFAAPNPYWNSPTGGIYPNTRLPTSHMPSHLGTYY
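His-tagged ERG Ets domain (1 uM in the protein solution; 300mM KCl, 50mM Tris-HCl, 1mM EDTA, 1mM DTT, pH 7.5) received compound, then a probe mix of 5 nM fluorescein-DNA and 100nM Texas-615-DNA. Fluorescence polarization was read for both dyes.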
Pin1 inhibitor: qHTS Assay to Find Inhibitors of Pin1 | Peptidyl-prolyl cis-trans isomerase NIMA-interacting 1 (Homo sapiens), Q13526 | Pin1 FP peptide displacement, HiFluor488, 10 min | Potency, µM (top dose mostly 115 µM), without a hit: top-dose activity, negative = inhibition, usual class: inhibitors | hit rate 0.009% among 390,000; active = well fitted inhibition curve with a large enough effect in the polarisation, with a control signal flat, not every such curve was filed as active; inconclusive = small, poorly fitted or top-dose-only effect, or effect the other way, or a change in a side signal; inactive = no such curve, though single readings can be large or run the other way; the % refers to the polarisation; note: potency is the fitted concentration of half-maximal effect; % is set by controls: 0 for no effect and ±100 for the full control effect
Tb PGK inh: qHTS Assay to Find Inhibitors of Phosphoglycerate Kinase. Phosphoglycerate kinase, glycosomal (Trypanosoma brucei brucei), P07378. PGK/GAPDH coupled, Kinase-Glo luminescence, 60 min. Potency, µM (top dose mostly 57.5 µM), for the others: at the top dose activity change, negative = inhibition, hits mostly inhibitors. hit rate 0.043% among 380,000. AID 602233, 2012; note: potency is the fitted concentration of half-maximal effect; % is set by controls: 0 for no effect and ±100 for the full control effect; nearly all actives have a fitted effect of over 60% in size
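Recombinant glycosomal PGK reaction used 1,3-bisphosphoglycerate generated in-well by GAPDH (100nM final) in 100mM TEA pH 7.6, 5mM MgCl2, 0.01% Tween-20. After 60 minutes at room temperature, ATP was read by Kinase-Glo Plus luminescence end-point.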
BAZ2B inh: qHTS Assay for Inhibitors of BAZ2B. Bromodomain adjacent to zinc finger domain protein 2B (Homo sapiens), Q9UIF8. AlphaScreen BAZ2B-H3K14Ac peptide displacement. Potency, µM (top dose mostly 114 µM), for inactives: top-dose activity change, negative = inhibition, usual class: inhibitors. hit rate 4.4% among 360,000; note: potency is the fitted concentration of half-maximal effect; % is set by controls: 0 for no effect and ±100 for the full control effect; nearly all actives have a fitted effect of over 60% in size
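Compounds, titrated to a top concentration of 110 uM, were incubated 30 min at room temperature with preformed BAZ2B/acetyl-K14 H3 peptide complex (50 nM each). Proximity signal was measured by AlphaScreen after 20 min with beads.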
GLS inhibitor: qHTS for Inhibitors of Glutaminase (GLS). Glutaminase kidney isoform, mitochondrial (Homo sapiens), O94925. GLS enzymatic activity, qHTS titration. Potency, µM (top dose mostly 45.5 µM), for the others: at the highest dose activity change, negative = inhibition, actives largely listed as inhibitors. hit rate 0.21% among 410,000; note: potency is the fitted concentration of half-maximal effect; % is set by controls: 0 for no effect and ±100 for the full control effect
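Two-point fluorescence kinetic (t0, 30 min RT) for hKGA; glutamate detected via glutamate oxidase–HRP–Amplex Red. Substrate: 1 mM L-glutamine solution; buffer 45 mM KH2PO4, pH 8.2.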
Numbers without * were called inactive; i = inactive; ? = inconclusive; nt = no result given; [ ] = dose if it differs, or a comment. Unless noted, calls come from the whole dose curve; as a rule, active = well fitted curve in the direction sought with a large enough effect; inconclusive = small, poorly fitted or top-dose-only effect, or another doubt; inactive = no such curve, though single readings can be large; an effect the other way counts as inactive or inconclusive.

HP1b chromo inh	JMJD2A Tudor	PI4K2A block	G9a inh	ERG-DNA inh	Pin1 inhibitor	Tb PGK inh	BAZ2B inh	GLS inhibitor	Compound
55%[activator]	22%	7	25%	8%	5%	-10%	4%	-2%	c1ccc(-c2nc(NCc3cccs3)c3ccccc3n2)cc1
8%	-11%	2	?	1%	1%	0%	-8%	-2%	CN(C)C(=O)c1ccc(NC(=O)COC(=O)CC23CC4CC(CC(Br)(C4)C2)C3)cc1
17%	?	3	33%	9%	1%	-4%	-5%	-1%	CCCC(=O)NC1CCCc2c1cnn2-c1ccc(C)c(C)c1 (stereo unspecified)
21%	-23%	4	-27%[59 µM]	-7%	1%	0%	50µM*	-16%	Cc1ccc(S(=O)(=O)N2CCCOC2CNC(=O)C(=O)NCCCn2ccnc2)cc1 (stereo unspecified)
45µM*	35µM*	-6	32µM*	-5%	-6%	1%	35µM*	14%	O=S(=O)(Nc1ccc(N=Nc2ccccc2)cc1)c1ccccc1
?	22µM*	-3	18µM*	11%	0%	i	?	25%	CC([NH2+][O-])C(C)(C)NO (stereo unspecified)
46%[activator][57 µM]	17%	-18	nt	0%	3%	i	nt	2%	Cc1ccc(CN(C)c2ccc(S(=O)(=O)N3CCCC3)cn2)cc1
29%	-10%	-6	13%[2.33 µM]	1%	-10%	-14%	1%	-12%	CC(C)n1c(SC2CCOC2=O)nc2ccccc21 (stereo unspecified)
7%	-6%	-2	33%[0.501 µM]	nt	2%	-5%[11.5 µM]	-5%	1%	O=C(NCC(=O)N(CC1CCCO1)C(C(=O)NC1CCCCC1)c1ccccc1)c1cccs1 (stereo unspecified)
22%	-19%	-8	0%[59 µM]	5%	21%	-10%	-29%	10%	N#Cc1ccsc1NC(=O)COC(=O)CCCSc1nc2ccccc2s1
64%[activator]	-5%	1	3%	17%	-3%	-4%	3%	7%	Cc1ccc(NC(=S)N(CCN2CCOCC2)Cc2cc3cc4c(cc3[nH]c2=O)OCO4)cc1
43%[activator]	-17%	3	-6%	17%	1%	-2%	1%	-6%	C[C@@H](C(=O)N[C@@H](Cc1ccccc1)C(=O)O)n1nnc2ccccc2c1=O
48%[activator]	0%	-4	?	-2%	0%	i	-38%	19%	Cc1ccc(C)c(S(=O)(=O)N2C(=S)NC(=O)C2CC(C)C)c1 (stereo unspecified)
37%	-7%	-4	6%	1%	3%	-1%	1%	-1%	C=CCn1c(SCC(C)=O)nc2sc3c(c2c1=O)CCC3
16%	1%	2	10%[59 µM]	6%	-3%	-22%	-4%	-1%	COC(=O)CC1C(=O)NCCN1C(=S)Nc1cc(C)cc(C)c1 (stereo unspecified)
36%	8%	-2	15%[59 µM]	-4%	6%	-2%	0%	1%	COc1ccc(-c2ccc(-c3noc(-c4cc(OC)cc(OC)c4)n3)c(OC)n2)cc1
32%	-2%	0	23%[59 µM]	2%	2%	-26%	-11%	8%	O=S(=O)(c1ccccc1)N1CCN(C(=S)Nc2ccc(F)cc2)CC1
31%	-15%	-3	21%	-9%	16%	-3%	-30%	-3%	COc1cc(NC(=O)c2cccc(NC3=NC4CS(=O)(=O)CC4S3)c2)cc(OC)c1OC (stereo unspecified)
28%	-2%	6	?	-1%	-2%	10%	1%	14%	CCOC(=O)C1(Cc2ccc(OC)cc2)CCN(C(=O)Cn2cnnn2)CC1
14%	-19%	-2	40µM*	-9%	0%	-3%	4%	-5%	O=C(CCN1C(=O)c2ccccc2C1=O)N1CCN(Cc2ccc(Cl)cc2Cl)CC1
11%	-3%[57.1 µM]	8	3.5µM*	-8%	7%	-1%	-8%	14%	Cc1cc(C)c2[nH]c(=S)cc(C)c2c1
26%	-10%	-6	12%[0.0925 µM]	11%	-14%	-2%	-3%	5%	CC1CCCN(C(=O)CN(C)S(=O)(=O)c2ccc3c(c2)c(=O)n(C)c(=O)n3C)C1 (stereo unspecified)
18%	-32%	-5	10%	5%	5%	-11%	0%	-2%	O=C(N/N=C/c1cc(Br)cs1)c1c[nH]c2ccccc12
15%	-26%	2	?	11%	21%	12%	-30%	0%	COc1ccc(C(=O)CSc2nnc(CN3CCCCC3)n2-c2ccc(F)cc2)cc1
68%[activator]	-18%	-7	-3%[12.7 µM]	6%	4%	-7%	0%	1%	Cc1ccccc1OCC(=O)OCC(=O)c1ccc[nH]1
11%	-13%	1	?	2%	19%	-9%	-3%	-4%	COc1ccc(NC(=O)Cn2nnc(-c3ccccc3NC(=O)c3ccco3)n2)cc1
38%	-12%	-2	nt	-1%	4%	2%	3%	4%	COc1ccc(-n2c(=O)n(Cc3ccccc3)c(=O)c3[nH]cnc32)cc1
32%	-17%	-4	?	-9%	1%	-1%	3%	-3%	O=C(NCC1CCCN(Cc2cccc(OCCO)c2)C1)c1ccc(F)cc1 (stereo unspecified)
-4%	-27%	-2	-27%[0.0925 µM]	-5%	38%[activator]	-2%	?	18%	N#Cc1c(N)nc2c3c(sc(=N)c2c1N)NC(=O)CC3c1c(F)cccc1Cl (stereo unspecified)
39%	15%	-2	?	-4%	-2%	7%	-4%	1%	COc1ccc(C(=O)Nc2nnc(-c3cccs3)s2)cc1
33%	5%	0	27%[59 µM]	-3%	3%	2%	5%	4%	CCCc1cc(C(=O)NCc2ccccc2)no1
26%	-5%	-2	nt	-2%	-9%	9%	5%	-1%	CCn1c(SCC(=O)NC2CCCC2)nnc1-c1ccccn1
14%	-9%	-2	-2%[59 µM]	-1%	14%	nt	-10%	-3%	COc1ccc(-c2noc(-c3nnn(-c4ccc(C(C)C)cc4)c3C)n2)cc1OC
4%	-34%	9	13µM*	14%	4%	-9%	?	-28%	Cc1ccc(-c2csc(=S)[nH]2)cc1
48%[activator]	-3%	6	nt	-27%	-12%	-10%	nt	-6%	COc1cc2cnc(-c3ccsc3)cc2cc1OC
1%	1%	2	3%	-3%	-7%	3%	5%	-5%	COc1ccc(S(=O)(=O)N(C)CC(=O)NCc2ccccc2)cc1OC
22%	-9%	1	-15%[59 µM]	4%	-2%	i	-1%	-2%	CCN1C(=O)C(CC(=O)Nc2c(C)cccc2C)SC1=Nc1ccc(S(N)(=O)=O)cc1 (stereo unspecified)
-7%	-8%	4	-12%	-12%	4%	7%	0%	9%	COc1ccc(NC(=O)c2ccc3c(c2)C(=O)N(CC2CCCO2)C3=O)c(OC)c1 (stereo unspecified)
26%	0%	6	15%	1%	0%	i	2%	-21%	CN1CCN(NC(=O)NC2CCCCC2)CC1
60%[activator]	-8%	1	-12%[59 µM]	-4%	1%	-4%	-4%	9%	Cc1cc(=O)[nH]c2ccccc12
-4%	-16%	2	32µM*	4%	1%	i	-20%	7%	COc1ccc(S(=O)(=O)Nc2cc3c4c(c2)CC(=O)N4CCC3)cc1
9%	-17%	2	7%	-5%	-6%	0%	0%	33%[activator]	O=c1c(F)cn(C2CCCO2)c(=O)n1Cc1ccc(Cl)cc1 (stereo unspecified)

Another view of some results above:
Results follow in this order: HP1b chromo inh	JMJD2A Tudor	PI4K2A block	G9a inh	ERG-DNA inh	Pin1 inhibitor	Tb PGK inh	BAZ2B inh	GLS inhibitor
> Cc1cc(=O)[nH]c2ccccc12
 : 60%[activator]	-8%	1	-12%[59 µM]	-4%	1%	-4%	-4%	9%
> O=c1c(F)cn(C2CCCO2)c(=O)n1Cc1ccc(Cl)cc1 (stereo unspecified)
 : 9%	-17%	2	7%	-5%	-6%	0%	0%	33%[activator]
> COc1ccc(-c2noc(-c3nnn(-c4ccc(C(C)C)cc4)c3C)n2)cc1OC
 : 14%	-9%	-2	-2%[59 µM]	-1%	14%	nt	-10%	-3%
> COc1ccc(S(=O)(=O)Nc2cc3c4c(c2)CC(=O)N4CCC3)cc1
 : -4%	-16%	2	32µM*	4%	1%	i	-20%	7%
> CN1CCN(NC(=O)NC2CCCCC2)CC1
 : 26%	0%	6	15%	1%	0%	i	2%	-21%
> COc1ccc(S(=O)(=O)N(C)CC(=O)NCc2ccccc2)cc1OC
 : 1%	1%	2	3%	-3%	-7%	3%	5%	-5%
> COc1ccc(NC(=O)c2ccc3c(c2)C(=O)N(CC2CCCO2)C3=O)c(OC)c1 (stereo unspecified)
 : -7%	-8%	4	-12%	-12%	4%	7%	0%	9%
